Screens from PubChem.
ALOX12 inh = inhibitors of human 12S-lipoxygenase ALOX12 | P18054 | purified 12hLO, xylenol orange hydroperoxide absorbance | Potency, µM (titrated, usually from 108 µM), inactives show at the highest dose activity change, negative = inhibition, hits mostly inhibitors | 580,000 tested, 1.1% active | AID 1671190; further: potency means the concentration at half of the fitted maximal effect; on the % scale 0 is the no-effect control and ±100 the full control effect
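Hydroperoxide product was detected by ferrous iron/xylenol orange as the 573 to 405 nm absorbance ratio. Arachidonic acid at 40 uM (final) was turned over for 30 min at room temperature by 150 nM human 12hLO, pH 7.0 Hepes buffer, after 15 min compound preincubation.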
RGS4 inh = blocks human RGS4-accelerated GTP hydrolysis | Transcreener GDP fluorescence polarization, RGS4-accelerated GTP hydrolysis | 390,000 tested, 0.039% active | Potency, µM (top dose mostly 114 µM), inactives show at the highest dose activity change, negative = inhibition, most hits filed as inhibitors | P49798; further: potency means the concentration at half of the fitted maximal effect; on the % scale 0 is the no-effect control and ±100 the full control effect; nearly all actives have a fitted effect of over 75% in size; some results filed as inactive show a strong effect at the top dose
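MLSMR compounds (23 nl, pin-transferred) preincubated 10 min at room temperature with a 500nM (2x) first reagent, then RGS4 at 900nM (2x) plus Transcreener GDP mix added; fluorescence polarization (620/688 nm) read before and after 90 min at 30 °C.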
GLS inhibitor = blocks human kidney-isoform glutaminase activity | O94925 | GLS enzymatic activity, qHTS titration | Potency, µM (top dose mostly 45.5 µM), inactives show at the top dose activity change, negative = inhibition, actives largely listed as inhibitors | 410,000 tested, 0.21% active | AID 624170; further: potency means the concentration at half of the fitted maximal effect; on the % scale 0 is the no-effect control and ±100 the full control effect
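Enzyme dispensed in phosphate buffer (45 mM, pH 8.2, 0.02% Tween-20), compounds pinned in, then 1 mM L-glutamine solution and the glutamate oxidase–HRP–Amplex Red mix added; fluorescence read immediately and again after 30 min at room temperature.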
G9a inh = inhibitors of human histone lysine methyltransferase G9a | Q96KQ7 | 350,000 tested, 8.8% active | G9a H3K9 monomethylation, AlphaScreen, 2 h | Potency, µM (titrated, usually from 102 µM), inactives show at the top dose activity, negative = inhibition, hits mostly inhibitors; further: potency means the concentration at half of the fitted maximal effect; on the % scale 0 is the no-effect control and ±100 the full control effect; nearly all actives have a fitted effect of over 75% in size
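Chemiluminescent proximity detection of H3K9 monomethylation, read after 10 min bead incubation in the dark. Reaction: 20 nM G9a, 500 nM biotin-H3K9 peptide, 20 uM SAM cofactor, 2 h, room temperature, following 15 min enzyme-compound preincubation.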
JMJD2A Tudor = JMJD2A Tudor domain (human) inhibition. AID 504339. Potency, µM (top dose mostly 114 µM), without a hit: at the top dose activity change, negative = inhibition, most hits filed as inhibitors. O75164. AlphaScreen JMJD2A-Tudor / H3K4me3 peptide binding. 390,000 tested, 4.4% active; further: potency means the concentration at half of the fitted maximal effect; on the % scale 0 is the no-effect control and ±100 the full control effect; nearly all actives have a fitted effect of over 50% in size
ERG-DNA inh = inhibitors of human ERG Ets domain-DNA interaction | P11308 | fluorescence polarization, His-ERG Ets domain / labelled DNA | Potency, µM (top dose mostly 76.9 µM), without a hit: at the highest dose FP activity, negative = inhibition, most hits filed as inhibitors | 370,000 tested, 0.028% active; active means well fitted inhibition curve with a large enough effect in the polarisation, with a control signal flat; inconclusive means small, poorly fitted or top-dose-only effect, or effect the other way, or a change in a side signal; inactive means no such curve, though single readings can be large or run the other way; the % refers to the polarisation;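 further: polarization taken with two DNA probes labelled with fluorescein and Texas red; potency means the concentration at half of the fitted maximal effect; % of control where 0% means no effect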
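His-tagged ERG Ets domain (1 uM in the protein solution; 300mM KCl, 50mM Tris-HCl, 1mM EDTA, 1mM DTT, pH 7.5) received compound, then a probe mix of 5 nM fluorescein-DNA and 100nM Texas-615-DNA. Fluorescence polarization was read for both dyes.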
HP1b binding inh = blocks HP1-beta chromodomain binding to methylated histone tails; P83916; AlphaScreen HP1-beta / biotin-H3K9me3 peptide binding; Potency, µM (highest dose often 114 µM), for inactives: at the highest dose activity change, negative = inhibition, hits mostly inhibitors; 390,000 tested, 0.56% active; AID 540317; further: potency means the concentration at half of the fitted maximal effect; nearly all actives have a fitted effect of over 70% in size; inactives centre near 23
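HP1-beta protein (50 nM final) preincubated 30 min at room temperature with biotinylated H3(1-18)K9me3 peptide (50 nM) in PBS pH 7.4, 0.01% Tween-20, then compound added for 30 min. AlphaScreen streptavidin donor/nickel chelate acceptor beads (10 ug/mL final), 30 min dark, luminescence read.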
PI4K2A inh = PI4K2A (human) kinase inhibition; AID 1346378; activity change, negative = inhibition, % at 76.9 µM; Q9BTU6; 420,000 tested, 0.13% active; purified PI4K2A, ADP-Glo luminescence, 1 h; stronger effect = lower value; in the data active means activity change below about -50%; inconclusive means mostly about -30% to -49%;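 further: -100% = wells without enzyme as full effect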
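Compounds are screened against recombinant PI4K2A using PI as substrate and ATP, the latter dispensed at 300 microM. Reactions run one hour at ambient temperature before ADP-Glo detection; full inhibition defined by wells lacking enzyme.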
BAZ2B inh = blocks human BAZ2B; Q9UIF8; Potency, µM (highest dose often 114 µM), inactives show at the highest dose activity change, negative = inhibition, actives largely listed as inhibitors; AID 504333; 360,000 tested, 4.4% active; AlphaScreen BAZ2B-H3K14Ac peptide displacement; further: potency means the concentration at half of the fitted maximal effect; on the % scale 0 is the no-effect control and ±100 the full control effect; nearly all actives have a fitted effect of over 60% in size
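AlphaScreen displacement of biotin-H3(5-23)K14Ac peptide (50 nM final) from BAZ2B (50 nM final) in PBS pH 7.4, 0.01% Tween-20; complex preformed 30 min RT, then compounds (top 110 uM) 30 min RT, beads 20 min dark.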
* hit, by the source's call; ? = inconclusive; · = no result given; [ ] = remark or other dose. Unless noted, the call rests on the fitted dose curve; in most records, active means well fitted curve in the direction sought with a large enough effect; inconclusive means small, poorly fitted or top-dose-only effect, or another doubt; inactive means no such curve, though single readings can be large; an effect the other way counts as inactive or inconclusive. These rows are one share of the data; the hit share may differ from the screen's.

SMILES	ALOX12 inh	RGS4 inh	GLS inhibitor	G9a inh	JMJD2A Tudor	ERG-DNA inh	HP1b binding inh	PI4K2A inh	BAZ2B inh
CNC(=O)Nc1ccc(Cn2cc(C(F)(F)F)ccc2=O)cc1	6%	-23%	4%	6%	8%	-5%	50%[activator]	-19	-21%
CCOC(=O)CCSc1nc(C)c2cc(OC)ccc2n1	9%	-16%	5%	-39%[59 µM]	19%	·	49%[activator]	0	46%[activator]
CCOC(=O)c1[nH]c(C)c(C(=O)NC(C)(C)C)c1C	0%	-16%	6%	26%[59 µM]	-15%	-6%	18%	-1	-10%
Cc1ccc2c(c1)N(CC(=O)NC1CCCC1)C(=O)C(C)O2 (stereo not drawn)	-2%	0%	-3%	-2%	5%	-5%	18%	-1	-4%
O=C1c2ccccc2C(=O)N1CCCCN(C(=O)c1cc([N+](=O)[O-])cc([N+](=O)[O-])c1)c1ccc(Cl)cc1	-7%	17%	2%	-1%[59 µM]	-18%	1%	-10%	1	-8%
CN(C)Cc1c(C(=O)N/N=C/c2cccc(OCc3ccccc3)c2)nnn1-c1nonc1N	23%	-13%[56.9 µM]	-18%	7%[59 µM]	-14%	-2%	51%[activator]	10	-16%
COCCCNS(=O)(=O)c1ccc(OC)c(Cl)c1Cl	9%	36%	3%	-4%[59 µM]	-9%	·	7%	0	9%
Cc1ccc2[nH]c(=O)c(CN(Cc3ccco3)C(=O)N3CCOCC3)cc2c1	-4%	8%	-8%	-33%	-12%	-11%	-3%	-3	-26%
S=c1[nH]ncn1NCc1ccc(Cl)cc1Cl	-28%	-35%	3%	2.8µM*	32µM*	-18%	28%	12	-3%
Cc1cccc(C)c1N1C(=O)c2cccc([N+](=O)[O-])c2C1=O	-2%	10%	8%	25%[59 µM]	-20%	·	2%	2	11%
COc1ccc(CN2CCOCC2)cc1Br	27%	1%	-5%	-3%[59 µM]	-7%	-1%	18%	0	-4%
CCNc1sc(S(C)(=O)=O)nc1S(=O)(=O)c1ccc(Cl)cc1	-1%	20%	-9%	-19%	-4%	-1%	45%[activator]	3	4%
O=C(C1=NN(c2ccccc2)C2C(=O)N(c3ccccc3)C(=O)C12)c1ccccc1 (stereo not drawn)	-23%	-8%	2%	-11%[59 µM]	20%	-2%	106%[activator]	-3	25%
Cc1cccc(NC(=O)N2CCC(NC(=O)c3ccco3)CC2)c1	6%	5%	-1%	52%[activator]	-16%	-4%	7%	1	?
Clc1ccc(-c2cn(-c3ccc(Cl)cc3)c3[n+]2CCCCC3)cc1	154%[activator]	7%	59%[activator]	1%	-4%	0%	8%	0	-2%

Some of the entries above in another layout:
| structure | ALOX12 inh | RGS4 inh | GLS inhibitor | G9a inh | JMJD2A Tudor | ERG-DNA inh | HP1b binding inh | PI4K2A inh | BAZ2B inh |
| --- | --- | --- | --- | --- | --- | --- | --- | --- | --- |
| Cc1ccc2c(c1)N(CC(=O)NC1CCCC1)C(=O)C(C)O2 (stereo not drawn) | -2% | 0% | -3% | -2% | 5% | -5% | 18% | -1 | -4% |
| O=C1c2ccccc2C(=O)N1CCCCN(C(=O)c1cc([N+](=O)[O-])cc([N+](=O)[O-])c1)c1ccc(Cl)cc1 | -7% | 17% | 2% | -1%[59 µM] | -18% | 1% | -10% | 1 | -8% |
| CN(C)Cc1c(C(=O)N/N=C/c2cccc(OCc3ccccc3)c2)nnn1-c1nonc1N | 23% | -13%[56.9 µM] | -18% | 7%[59 µM] | -14% | -2% | 51%[activator] | 10 | -16% |
| COCCCNS(=O)(=O)c1ccc(OC)c(Cl)c1Cl | 9% | 36% | 3% | -4%[59 µM] | -9% | · | 7% | 0 | 9% |
| Cc1ccc2[nH]c(=O)c(CN(Cc3ccco3)C(=O)N3CCOCC3)cc2c1 | -4% | 8% | -8% | -33% | -12% | -11% | -3% | -3 | -26% |
| S=c1[nH]ncn1NCc1ccc(Cl)cc1Cl | -28% | -35% | 3% | 2.8µM* | 32µM* | -18% | 28% | 12 | -3% |

Remaining list, next part
SMILES	ALOX12 inh	RGS4 inh	GLS inhibitor	G9a inh	JMJD2A Tudor	ERG-DNA inh	HP1b binding inh	PI4K2A inh	BAZ2B inh
O=C(Nc1ncc([N+](=O)[O-])s1)C1CC(=O)N(c2ccc(F)cc2)C1 (stereo not drawn)	0%	-9%	4%	-24%	-15%	-5%	10%	0	-9%
O=C(/C=C/c1ccc(OCc2cccc(Cl)c2)cc1)N1CCOCC1	-3%	-7%	-2%	4%	-18%	8%	37%[activator]	2	-26%
CCCCOC(=O)c1ccc(NC(=O)CSc2nnnn2C)cc1	1%	1%	11%	-5%	3%	10%	60%[activator]	-5	-7%
Cn1ccnc1SCC(=O)Nc1ccc2c(c1)OCCO2	183%[activator]	-5%	-2%	35%	-4%	-9%	32%	5	-3%
O=C(COC(=O)c1n[nH]c2ccccc12)NC(=O)NCc1ccco1	-2%	2%	6%	?	-18%	-6%	-3%	-4	?
COc1ccc(-c2ccc(CNCCCN3CCOCC3)o2)cc1Cl	-13%	13%	?	50µM*	-20%	2%	17%	-10	?
O=C(Nc1ccc(-c2nc3ccccc3o2)c(O)c1)c1cc(Cl)ccc1Cl	-15%	6%	-2%	61%[activator][59 µM]	-10%	-3%	34%	0	-1%
CCOc1ccccc1Nc1nnc(-c2cc3cc(Cl)ccc3oc2=O)s1	-17%	-15%	2%	2%[59 µM]	-3%	1%	32%	1	5%
CC(OC(=O)/C=C/c1ccc(Br)cc1)C(=O)N1CCOCC1 (stereo not drawn)	-22%	3%	7%	-25%	-4%	·	15%	-3	-2%
CC(C)C[C@H]1COCCS(=O)(=O)N1Cc1ccc(Cl)c(Cl)c1	-14%	-3%	0%	·	23%	-5%	75%[activator]	-4	·
Cc1ccc(S(=O)(=O)NCC(=O)OCN2C(=O)c3ccccc3C2=O)cc1	?	-73%[11.4 µM]	-28%	?	?	-10%	-16%	-1	11%
O=C(Nc1ncccc1Cl)c1ccc2c(c1)OCCO2	0%	9%	-6%	16%	-3%	4%	13%	-2	-16%
CCC(C)N1CC(O)=C(c2nc3ccccc3[nH]2)C1=N (stereo not drawn)	18%	-16%	-3%	30%	-6%	3%	29%	4	6%
O=C(O)C(CCC(C(=O)O)c1ccccc1)c1ccccc1 (stereo not drawn)	25%	-9%	-14%	·	-11%	-1%	-14%	-2	·
Cc1cc(C)nc(NNS(=O)(=O)c2c(F)cc(F)cc2Br)n1	?	?	3%	·	?	8%[15.4 µM]	13%	-5	·
O=C(CCC1CCCCC1)Nc1nnc(C(F)(F)F)s1	-87%	1%	-5%	·	-12%	1%	14%	2	0%
CCN(CC(=O)Nc1ccc(NC(C)=O)cc1)C(=O)/C=C/c1cn(-c2ccccc2)nc1-c1ccc(C)cc1	1%	-10%	0%	·	-27%	6%	-4%	5	?
O=C(Nc1ccccc1C(=O)Nc1cccnc1)c1ccccc1	-4%	-12%	11%	9%	4%	-1%	44%[activator]	-4	-3%
COc1ccc(N2CCN(C(=O)COC(=O)CNC(=O)c3ccc(Cl)cc3Cl)CC2)cc1	-1%	8%	4%	45µM*	-13%	1%	-10%	-3	-30%
CC(CNC(=O)CN1C(=O)CCSc2ccccc21)c1ccccc1 (stereo not drawn)	8%	-23%[56.9 µM]	-2%	30%	-9%	18%	62%[activator]	6	-18%
COCCN(C(=O)CNC(=O)c1ccco1)C(C(=O)NC1CCCC1)c1cccc(OC)c1 (stereo not drawn)	6%	-18%	-1%	0%	-15%	12%	-31%	3	8%
Cc1ccc(-c2ccc(=O)n(CC(=O)NCCN(CC(C)C)CC(C)C)n2)cc1	0%	-7%	12%	4%	-23%	-6%	24%	8	6%
CCS(=O)(=O)NCCc1ccc(OC)c(OC)c1	40%[activator]	23%	1%	-38%[59 µM]	-4%	-9%	29%	4	-11%
Fc1cccc2sc(Nc3nc4cc5c(cc4s3)OCCO5)nc12	-3%	-16%	12%	6%[59 µM]	-1%	7%	48%[activator]	5	11%
CCOc1ccc(NC(=O)c2ccc(NC(=O)c3ccccc3Br)cc2)cc1	?	-6%	1%	?	-7%	-9%	26%	0	7%
COc1ccc(C2CC(c3ccc(C)o3)=NN2C(C)=O)cc1 (stereo not drawn)	0%	5%	11%	?	-12%	·	-3%	1	-8%
CCOC(=O)C1=C(O)C(=O)N(Cc2ccccc2)C1	?	25%	1%	?	-12%	-13%	31%	5	-32%
COc1ccc(OC)c(Nc2nc(C3CC3)nc3c2nnn3Cc2ccccc2)c1	400%[activator]	-13%	0%	41%[activator]	9%	-3%	45%	1	0%
O=C(Nc1ccc(N2C(=O)c3cccc4cccc(c34)C2=O)cc1)c1ccc(N2CCCCC2)c([N+](=O)[O-])c1	11%	11%	7%	16%[59 µM]	-21%	-1%	?	4	1%
CC(=O)Nc1cc(NC(C)=O)ncn1	21%	4%	10%	12%	3%	4%	29%[57 µM]	-2	1%
CN(CC(=O)NCCc1ccccc1)CC(=O)Nc1cccc(F)c1	-24%	15%	-1%	·	-4%	-16%	30%	0	·
